Screening results deposited in PubChem by several laboratories.
Cardio protect: cardioprotection against H2O2-induced cell death, primary screen, uHTS, H9c2 cells, ATPLite luminescence | H9c2 cardiomyocytes, H2O2 injury protection, 2 h | protection from H2O2 cell death, % at 20 µM | hit rate 0.63% among 360,000;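 active = compounds giving at least 50% protection of heart cells from peroxide-induced death in the single-dose screen, raw or plate-pattern-corrected value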;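 also: 0% = DMSO wells with peroxide and 100% = DMSO wells without peroxide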
ABCB6 inh MLPCN: ABCB6 transporter inhibitors, primary screen, K562-ABCB6 cells, flow cytometry, MLPCN library; K562-ABCB6 porphyrin accumulation, 1 h; hits give low values; fluorescence ratio to DMSO, % at 10 µM; hit rate 0.19% among 360,000; AID 602162, 2011;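 active = fluorescence ratio to DMSO below 75%, the collection mean minus 3 SD; inconclusive = too few cells collected in the well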;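 also: signal is porphyrin accumulated inside mitochondria; 100% equals median channel fluorescence of DMSO control wells; lower ratio means ABCB6 inhibition with less porphyrin fluorescence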
N-glyco inh: increase of ERlucT glycosylation luciferase signal, primary screen, N-linked glycosylation inhibitor project, D54 ERlucT cells, luminescence, set 2 | hit rate 0.23% among 360,000 | reporter increase, % at 12.5 µM | D54 ERlucT glycosylation luciferase reporter, 24 h; percent of 100 nM tunicamycin response;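 active = mean luciferase reporter signal, scaled so untreated is 0 and the glycosylation-blocking control 100, at or above a set limit in every replicate; inconclusive = mean reaches the limit but not every replicate does; inactive = mean below the limit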;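 also: luciferase carries N-glycosylation sites so blocking glycosylation raises the light; 0% = median of neutral control wells and 100% = median of 100 nM tunicamycin wells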
PDI inh: inhibitors of human PDI, primary screen, biochemical, turbidity, single point, plate reader; Protein disulfide-isomerase (Homo sapiens), P07237; PDI insulin aggregation turbidity, A650, 90 min; inhibition, % at 10 µM; hit rate 0.052% among 350,000;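 active = mean inhibition across replicates of 30% or more, whatever share of single replicates reach that level; inconclusive = mean inhibition below 30% while every single replicate reaches 30%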;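 also: absorbance from insulin aggregation driven by PDI reduction with DTT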
Vif inh: HIV Vif self-association inhibitors, primary screen, imaging, HEK293T, single point; hit rate 0.35% among 340,000; inhibition, % at 7.49 µM; HEK293T cells, Vif self-association by quenched fluorescence, 24 h; in the data active = inhibition above about 50%, passing the limit was not always enough; inconclusive = no clear call, values can overlap the other calls; inactive = below about 31%; also: some results filed as inactive read as strong as hits
MC4R antagonist: MC4R antagonists of cAMP signaling, primary screen, cell-based, TR-FRET, antagonist arm of biased-ligand search. inhibition, % at 6.5 µM. hit rate 0.48% among 360,000. AID 540295, 2011. MC4R-expressing cells, MTII-stimulated cAMP, LANCE TR-FRET;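 active = inhibition above its plate's cutoff, the mean of tested wells on that plate plus 3 SD, cut at about 29% in these data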;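 also: 0% = Melanotan II alone and 100% = Melanotan II plus saturating MCL0020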
Target sequence (P32245 whole entry, looked up): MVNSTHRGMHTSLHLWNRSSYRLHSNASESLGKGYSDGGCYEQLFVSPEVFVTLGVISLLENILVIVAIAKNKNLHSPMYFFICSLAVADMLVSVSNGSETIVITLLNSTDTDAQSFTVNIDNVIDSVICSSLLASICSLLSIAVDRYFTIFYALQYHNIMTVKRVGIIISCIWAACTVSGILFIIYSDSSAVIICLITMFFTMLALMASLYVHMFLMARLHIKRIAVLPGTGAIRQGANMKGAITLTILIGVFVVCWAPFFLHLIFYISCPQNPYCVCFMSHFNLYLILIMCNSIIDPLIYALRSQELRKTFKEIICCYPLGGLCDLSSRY
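Assay system: U2OS cells stably expressing human melanocortin 4 receptor (MC4R) / Dosing: 6.5 µM / Timing: compound 30 min, challenge 1 h, detection 1 h / Measured by: Eu-cAMP/anti-cAMP TR-FRET, emission 671 nm / Replicates: singlicate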
CaV13 FRET inh: Disruptors of the CACNA1D IQ motif to Ca2+-dependent inactivation inhibitor domain association, primary screening, Förster resonance energy transfer in intact living … | HEK cells, CFP/YFP FRET ICDI-IQ, plate reader, 10 min; percent FRET-ratio fall versus neutral wells | inhibition, % at 12.3 µM | hit rate 0.098% among 340,000 | AID 743397;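 active = mean replicate inhibition of at least 30% and at least 1% of replicates passing that level; inconclusive = only one of the two criteria is met; inactive = neither criterion is met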;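 also: 0% = median of the neutral control wells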
m5-HT2A agonist: mouse Htr2a agonists via beta-arrestin recruitment, primary screen, cell-based, luminescence | 5-hydroxytryptamine receptor 2A (Mus musculus), P35363 | hit rate 0.66% among 360,000 | activation, % at 7.6 µM | CHO-K1 mHTR2A beta-arrestin complementation; percent of 30 µM serotonin response;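 active = activation above a run cutoff, the mean activation of all tested compounds plus 3 SD, cut at about 14% in these data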;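 also: 0% = plate median of compound wells and 100% = 30 µM serotonin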
Target sequence (P35363 whole entry, looked up): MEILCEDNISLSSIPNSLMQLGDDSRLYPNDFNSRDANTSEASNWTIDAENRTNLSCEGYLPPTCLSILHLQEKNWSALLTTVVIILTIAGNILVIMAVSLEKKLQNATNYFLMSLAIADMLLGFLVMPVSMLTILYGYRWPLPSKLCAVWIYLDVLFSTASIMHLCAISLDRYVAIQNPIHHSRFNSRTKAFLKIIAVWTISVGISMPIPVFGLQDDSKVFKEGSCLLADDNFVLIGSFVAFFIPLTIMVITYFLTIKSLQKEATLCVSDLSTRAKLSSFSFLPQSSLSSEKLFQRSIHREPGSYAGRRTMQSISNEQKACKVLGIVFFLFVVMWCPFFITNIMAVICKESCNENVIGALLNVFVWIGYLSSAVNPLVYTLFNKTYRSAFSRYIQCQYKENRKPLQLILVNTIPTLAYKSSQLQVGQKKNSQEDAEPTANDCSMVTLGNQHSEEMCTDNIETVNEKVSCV
MC4R ag barr: MC4R agonists recruiting beta-arrestin, primary screen, cell-based, luminescence, agonist arm of biased-ligand search | Melanocortin receptor 4 (Homo sapiens), P32245 | U2OS MC4R beta-arrestin complementation; percent of melanotan II response, DMSO zero | activation, % at 8.9 µM | hit rate 0.98% among 360,000 | AID 540308, 2011;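 active = activation above a per-plate cutoff, the mean activation of sample wells on that plate plus 3 SD, cut at about 8% in these data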
aDG glyco act: activators of alpha-DG glycosylation, primary screen, uHTS, Pro5-aDG cells, AlphaScreen; alpha-DG glycosylation AlphaScreen (IIH6); 0% Pro5, 100% B10-LARGE cell signal; activation, % at 10 µM; hit rate 0.22% among 360,000; AID 624168, 2012;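 active = activation of at least 8% versus controls, or a plate z-score of at least 8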;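 also: Pro5 are CHO cells carrying HIG-tagged alpha-DG that lacks glycosylation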
Numbers without * were called inactive; ? = inconclusive; . = no result given; & = joins results of further samples. An excerpt; rates above refer to the full screens.

SMILES	Cardio protect	ABCB6 inh MLPCN	N-glyco inh	PDI inh	Vif inh	MC4R antagonist	CaV13 FRET inh	m5-HT2A agonist	MC4R ag barr	aDG glyco act
COc1ccc(N2C(=O)/C(=C/c3ccco3)C(=O)NC2=S)cc1	-5	99	1	-1	-2	24	-19	6	0.0	0.1
COc1ccc(-n2nnnc2C(CCc2ccccc2)N2CCC3(CC2)C(=O)NCN3c2ccccc2)cc1 (centres undefined)	-9	94	-5	.	-2	.	-6	-7	.	0.0
COCCn1c(O)c(/C=N/NC(=O)CSC(=S)N2CCCC2)c(=O)[nH]c1=S	1	100	1	-12	10	5	-5	-2	-1.3	-0.4
CCN(CC)c1ccc(CNCCc2ccc(F)cc2)cc1	17	97	4	3	-2	2	0	-2	2.5	0.0
Cc1ccc2nc(-c3ccncc3)cc(C(=O)N3CCC4(CC3)OCCO4)c2c1	44	97	1	-11	-2	1	-4	0	-0.8	-0.3
O=C(CN1CCCCC1)c1ccc(F)cc1	3	100	0	-1	-3	26	-3	-2	0.2	0.0
CCn1cc(C(=O)N2CCCCC2)c2ccccc21	-4	100	3	-1	-8	3	-1	-2	2.3	-0.1
C=C1[C@@H](OC(C)=O)[C@]23C[C@@H]1[C@@H](OC(C)=O)CC2[C@]12C4C[C@H]3[C@H]1N(CC)C[C@]4(C)CC[C@@H]2O (some centres undefined)	3	96	-2	.	17	-1	.	1	-1.0	0.0
Cc1cccc(NP(=O)(Oc2ccccc2)Oc2ccccc2)c1C	8	100	-1	-4	1	15	-2	-10	5.4	-0.1
Cc1ccccc1N1C(=O)CC(=O)NC1=O	1	96	5	-1	3	6	-5	-1	-2.1	0.0
CC(C)CN1Cc2cc(-c3ccccc3)ccc2-n2nncc2C1	-2	95	0	.	-2	.	-11	4	.	-0.1
CC(Cc1cnccn1)NCc1c(C(=O)N2CCCCCCC2)nc2ccc(Cl)cn12 (centres undefined)	4	101	0	-1	-12	0	-4	2	-0.4	0.1
COC(=O)C1C(OC(=O)c2ccccc2)CC2CCC1N2C (centres undefined)	1&1	97&92	1&-1	6	?	1&3	.	-2&7	0.0&0.1	-0.1&-0.1
CC(N)C(=O)OC(C)(C)Cc1ccc(Cl)cc1 (centres undefined)	-2	99	11	10	8	-2	-5	-2	-0.7	0.0
Cc1cc(N=Nc2ccccc2C)ccc1N	-10	103	-2	-4	0	.	-6	.	.	-0.3
CCCNC(=O)N1[C@H]2CC[C@@H]1C(C(=O)OC)=C(c1cccc(Cl)c1)C2	-3	95	-3	-9	-3	-1	-4	-3	-1.3	0.1
COc1ccc(C2CC(c3c(O)n(CCc4ccccc4)c(=O)[nH]c3=O)=NN2)cc1OC (centres undefined)	-2	96	3	6	2	8	-20	-2	-2.5	-0.2
O=C(Nc1cccnc1)c1c(O)c2c(n(Cc3ccccc3)c1=O)CCCC2	-5	101	-3	1	-29	4	.	7	-0.2	0.1
Cn1c(C(=O)O)c(CC(=O)N2CCN(Cc3ccccc3)CC2)c2ccccc21	6	96	0	-1	.	12	.	4	2.2	0.2
O=C1NC(=O)N(c2ccc3c(c2)OCO3)C(=O)/C1=C\c1ccc(N2CCCCC2)o1	2	158	-4	-5	3	-15	-28	-4	-3.3	-0.5
Cc1cc(/C=C2\C(=O)NC(=O)N(c3ccc(Br)cc3)C2=O)c(C)n1-c1cc(C(=O)O)cc(C(=O)O)c1	7	96	-1	-3	-20	0	-19	0	0.0	0.0
CCC(=O)OC1(c2ccccc2)CCN(C)CC1C (centres undefined)	-3	102	-1	6	-13	11	-4	-2	2.4	0.3
O=c1c2ccccc2nc(-c2ccccc2)n1-c1cccc(O)c1	-6	104	1	-4	10	8	-4	2	-2.7	-0.4
O=C1NC(=O)C(=Cc2ccc(-c3ccc(F)cc3O)o2)C(=O)N1	9	101	21	23	.	53*	-5	1	1.6	0.0
Cc1ccc(NP(=O)(Oc2ccccc2F)Oc2ccccc2F)cc1	-9	98	-2	-3	.	21	-8	-1	5.2	0.2

As entered above.
`O=C1NC(=O)N(c2ccc3c(c2)OCO3)C(=O)/C1=C\c1ccc(N2CCCCC2)o1` in Cardio protect = 2
`O=c1c2ccccc2nc(-c2ccccc2)n1-c1cccc(O)c1` in PDI inh = -4

Returning to the listing with the seven entries that preceded the break.
SMILES	Cardio protect	ABCB6 inh MLPCN	N-glyco inh	PDI inh	Vif inh	MC4R antagonist	CaV13 FRET inh	m5-HT2A agonist	MC4R ag barr	aDG glyco act
Cn1c(C(=O)O)c(CC(=O)N2CCN(Cc3ccccc3)CC2)c2ccccc21	6	96	0	-1	.	12	.	4	2.2	0.2
O=C1NC(=O)N(c2ccc3c(c2)OCO3)C(=O)/C1=C\c1ccc(N2CCCCC2)o1	2	158	-4	-5	3	-15	-28	-4	-3.3	-0.5
Cc1cc(/C=C2\C(=O)NC(=O)N(c3ccc(Br)cc3)C2=O)c(C)n1-c1cc(C(=O)O)cc(C(=O)O)c1	7	96	-1	-3	-20	0	-19	0	0.0	0.0
CCC(=O)OC1(c2ccccc2)CCN(C)CC1C (centres undefined)	-3	102	-1	6	-13	11	-4	-2	2.4	0.3
O=c1c2ccccc2nc(-c2ccccc2)n1-c1cccc(O)c1	-6	104	1	-4	10	8	-4	2	-2.7	-0.4
O=C1NC(=O)C(=Cc2ccc(-c3ccc(F)cc3O)o2)C(=O)N1	9	101	21	23	.	53*	-5	1	1.6	0.0
Cc1ccc(NP(=O)(Oc2ccccc2F)Oc2ccccc2F)cc1	-9	98	-2	-3	.	21	-8	-1	5.2	0.2
CC(C)Oc1ccc(C2(C#N)CC[N+](C)(C)CC2)cc1	-1	99	1	-2	-15	4	-5	-1	-0.6	-0.3
CCCCn1c(O)c(C(=O)/C=C/c2c[nH]c3ccccc23)c(=O)[nH]c1=O	4	133	1	6	-2	13	-24	1	-0.3	-0.2
C=CCn1c(O)c(/C(C)=N/N2CCN(C)CC2)c(=O)[nH]c1=O	4	98	2	3	-2	-5	-9	0	2.3	-0.1
Cc1cccc(CNCCc2ccccc2)n1	1	98	0	-3	-7	5	-5	-1	-0.8	-0.1
O=c1[nH]c(=O)n(Cc2ccccc2)c(O)c1C=NCCCO	0	103	4	-3	7	-6	-6	1	-1.1	-0.1
O=C1CCC[C@@H]2C[C@@]3(C[C@@H]4CCN1[C@H]24)Nc1cc(Cl)ccc1NC3=NCc1ccccc1	2	98	1	-5	2	3	-10	-6	-0.8	-0.1
Cc1cccc(OCCn2cccc2/C=C2/C(=O)NC(=O)N(Cc3ccco3)C2=O)c1	3	97	3	-2	9	-12	-6	-3	-1.2	0.1
CCOC(=O)C12C(=O)OCC1C2c1ccccc1 (centres undefined)	.	98	.	.	.	.	-7	-3	.	-0.1
O=C(NCCN1CCOCC1)c1ccc(Cl)nc1Cl	5	97	-2	5	-1	3	-19	2	-1.3	-0.1
Cc1ccc(-[n+]2c(Cc3nn(-c4ccccc4)c(C)[n+]3-c3ccc(C)cc3)nn(-c3ccccc3)c2C)cc1	4	91	1	3	.	-1	-6	-3	-1.6	0.1
COC(=O)C1=C(c2cccc(C#N)c2)C[C@@H]2CC[C@H]1N2C(=O)NCC1CC1	5	96	2	-4	10	8	-5	1	0.6	-0.2
CN(C)C(=O)Oc1ccc(OCc2n(C)c3ccccc3[n+]2C)cc1	0	101	2	-3	-1	-10	-1	7	2.4	0.2
C[C@@H]1CN([C@@H](C)CO)C(=O)CCCn2cc(nn2)CO[C@H]1CN(C)C(=O)Oc1cccc2ccccc12	4	104	-1	0	.	5	-3	-3	-0.3	-0.3
O=[N+]([O-])c1ccc(NCCO)c2ncccc12	20	102	3	-15	15	-9	-8	-5	-1.6	-0.1
Cc1cccc(-n2c(O)c(/C=N/N3CCOCC3)c(=O)[nH]c2=S)c1	8	96	3	10	11	8	-6	1	-1.5	0.0
O=C(NC1CC1)C1CSC(c2cccnc2)=N1 (centres undefined)	1	103	1	1	-2	-3	-6	-1	-2.1	0.1
CC1=NCCc2c1[nH]c1cc(O)ccc21	12	105	-4	3	-3	-14	-28	0	-1.0	-0.2
COC(=O)C1=C(c2ccc(OC(F)(F)F)cc2)C[C@@H]2CC[C@H]1N2C(=O)NC(C)C	2	101	0	-12	4	12	-5	-7	-0.9	0.8
COc1cc(OC)cc(-n2nc(C(=O)N3CCC4(CC3)OCCO4)c3ccccc3c2=O)c1	27	106	2	16	-20	3	-2	6	-1.7	-0.2
Cc1ccc2c(c1)C1CN(C)CCC1N2C(=O)c1cn(-c2ccccc2)nc1-c1ccccc1 (centres undefined)	18	101	7	3	21	-1	-4	-10	-1.5	1.8
Cc1nc(-c2cccc(CN(C)C(=O)Oc3ccc([N+](=O)[O-])cc3)c2)no1	.	100	.	.	.	.	-6	2	.	0.3
CCCCCCn1c(O)c(/C=N/N2CCCCCC2)c(=O)[nH]c1=O	1	98	2	2	-6	8	-18	2	-0.9	0.1
COC(=O)C1(C(=O)O)Cc2cc([N+](=O)[O-])ccc2N2CCCC21 (centres undefined)	8	88	0	3	-12	2	-4	6	-0.4	-0.3
CN1C(=O)N(C)C(=O)C(CCc2ccncc2)(CCc2ccncc2)C1=O	10	97	0	6	7	-4	1	8	-1.2	0.0
CCC1CN2CCc3cc(OC)c(OC)cc3C2CC1CC1NCCc2c1[nH]c1ccc(O)cc21 (centres undefined)	7	90	-18	-1	-4	-10	-7	8	-2.8	-0.5
Cc1cccc(N2C(=O)/C(=C/N3CCN(C(=O)c4ccco4)CC3)C(=O)NC2=S)c1	2	101	0	-35	4	2	-6	1	-0.4	-0.4
CCCCCCn1c(=O)c(C(=O)Nc2nc(CC(=O)OCC)cs2)c(O)c2ccccc21	-6	94	-3	4	1	-4	-16	0	-2.0	0.6
CCOc1cccc(C2NCc3ccccc3-n3cccc32)c1O (centres undefined)	-11	90	-1	-20	-4	-1	-2	-5	-2.0	-0.4
O=P(Nc1cccc(F)c1)(Oc1ccccc1F)Oc1ccccc1F	35	80	-2	2	16	0	-21	7	6.4	-0.2
